# FBW7 activator = activators of human E3 ligase FBW7 | Q969H0 | AlphaScreen FBW7–phospho-cyclin E peptide binding, activator screen | normalized activity (activation), % at 26.1 µM | 650,000 tested, 0.13% active; in the data active means normalized activity above about 1.9%;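 further: purified mutant Fbw7 with reduced substrate affinity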
# Target sequence (Q969H0 whole entry, looked up): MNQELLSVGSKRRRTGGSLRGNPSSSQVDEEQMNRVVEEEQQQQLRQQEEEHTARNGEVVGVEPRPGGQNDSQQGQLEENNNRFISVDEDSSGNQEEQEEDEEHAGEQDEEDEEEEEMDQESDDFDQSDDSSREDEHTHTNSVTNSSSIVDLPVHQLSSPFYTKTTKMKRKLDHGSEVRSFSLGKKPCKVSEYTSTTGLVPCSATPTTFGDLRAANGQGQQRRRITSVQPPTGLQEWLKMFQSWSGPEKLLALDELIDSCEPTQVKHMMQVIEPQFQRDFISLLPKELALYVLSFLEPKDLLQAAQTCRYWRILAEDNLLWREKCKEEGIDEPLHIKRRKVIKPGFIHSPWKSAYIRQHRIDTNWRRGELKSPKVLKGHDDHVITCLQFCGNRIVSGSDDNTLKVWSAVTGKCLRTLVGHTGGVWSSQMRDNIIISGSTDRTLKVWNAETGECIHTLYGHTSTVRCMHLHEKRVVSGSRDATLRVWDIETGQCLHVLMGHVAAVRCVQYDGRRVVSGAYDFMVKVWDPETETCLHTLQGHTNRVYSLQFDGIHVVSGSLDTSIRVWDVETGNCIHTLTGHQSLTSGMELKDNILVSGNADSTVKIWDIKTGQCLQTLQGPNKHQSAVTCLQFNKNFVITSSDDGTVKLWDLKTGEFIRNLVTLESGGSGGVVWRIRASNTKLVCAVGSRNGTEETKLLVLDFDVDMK
# TEAD-YAP inh = TEAD-YAP interaction inhibition. HEK-TIYL cells, TEAD-Gal4/YAP UAS-luciferase luminescence. inhibition, % at 9.12 µM. 640,000 tested, 1.4% active; in the data active means inhibition above about 32%;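 further: 0% = median of test compound wells and 100% = reference inhibitor wells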
# GPR151 activ = activators of human GPR151. AID 1508602. activation, % at 11.2 µM. 650,000 tested, 1% active. PathHunter beta-arrestin GPR151 cells, luminescence; in the data active means activation above about 4.9%;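 further: 0% = median of compound wells and 100% = cells with positive control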
# MITF primary = human MITF inhibition, primary screen; O75030; AlphaScreen MITF homodimerization, bead proximity signal; inhibition, % at 2.6 µM; 650,000 tested, 0.91% active; AID 1259374; in the data active means inhibition above about 50%;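 further: 0% = vehicle wells with protein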
# An asterisk follows results filed as active; · = not tested or not shown; & = joins results of further samples. Not a hit list; 3.4% or so of the library scored in one or more.
# Codes: A = FBW7 activator; B = TEAD-YAP inh; C = GPR151 activ; D = MITF primary
[1] COc1ncc(-c2cnc3c(NCc4ccc(F)cc4)nccn23)c(OC)n1
  A = 0.0; B = -9.2; C = 1.5; D = -5.3
[2] CN(C)S(=O)(=O)c1cccc(C(=O)NC(C)(C)CC(C)(C)C)c1
  A = -0.1; B = -3.9; C = 0.4; D = 1.9
[3] Cc1cc(C)n2nc(SC(C)C(=O)N(C)Cc3ccccc3)nc2n1 (stereo not drawn)
  A = -0.1; B = 3.1; C = -0.1; D = -7.8
[4] O=C(c1nc2sccn2c1CNCCc1ccccc1C(F)(F)F)N1CCCC1
  A = 0.0; B = 9.6; C = 1.6; D = -8.5
[5] N#Cc1cccc(S(=O)(=O)NNC(=O)C23CC4CC(CC(C4)C2)C3)c1
  A = 0.0; B = 7.5; C = 1.2; D = -2.4
[6] O=C(NCCCCc1ccccc1)C(=O)NCC1CCCO1 (stereo not drawn)
  A = 0.2; B = -0.6; C = -0.8; D = 10.1
[7] COc1ccc(CN(CC2CCC(C(=O)NO)CC2)S(=O)(=O)c2ccc(C)cc2)cc1 (stereo not drawn)
  A = -0.5; B = -26.8; C = 3.8; D = -4.4
[8] Cc1ccc(NC(=O)CC2NCCNC2=O)cc1C (stereo not drawn)
  A = 0.8; B = -13.9; C = 0.3; D = 71.6*
[9] Cc1cccc(OCC(=O)Nc2cccc(-c3nc4ccccc4s3)c2)c1
  A = 0.1; B = -16.2; C = -2.2; D = 14.9
[10] COc1ccc(C2=CC(c3ccc(C)cc3)n3nnnc3N2)cc1 (stereo not drawn)
  A = 0.0; B = -20.2; C = -0.7; D = -8.5
[11] O=C1C(=O)N(c2ccccn2)C(c2ccc(F)cc2)/C1=C(/O)c1ccc([N+](=O)[O-])cc1 (stereo not drawn)
  A = -0.1; B = 4.0; C = 3.2; D = 9.2
[12] CCCOC(=O)CSc1nc2c(c(-c3ccc(O)cc3)c1C#N)CCCC2
  A = 0.0; B = 16.6; C = -0.9; D = 9.5
[13] COC(=O)Nc1nc2ccc(SC(C)C)cc2[nH]1
  A = 0.4; B = ·; C = 1.2; D = 6.8
[14] COc1ccc(NC(=O)Cn2c(=O)c3ccccc3n(C)c2=O)cc1OC
  A = 0.0; B = -4.2; C = -0.9; D = -12.2
[15] FC(F)(F)c1cccc(OCc2nnc3n2CCCCC3)c1
  A = -0.1; B = 3.6; C = -1.8; D = -20.7

# Full records, looked up by structure. Screens in order: FBW7 activator, TEAD-YAP inh, GPR151 activ, MITF primary
# Results for Cc1ccc(NC(=O)CC2NCCNC2=O)cc1C (stereo not drawn) → 0.8, -13.9, 0.3, 71.6*
# Results for O=C(NCCCCc1ccccc1)C(=O)NCC1CCCO1 (stereo not drawn) → 0.2, -0.6, -0.8, 10.1
# Results for FC(F)(F)c1cccc(OCc2nnc3n2CCCCC3)c1 → -0.1, 3.6, -1.8, -20.7
# Results for COc1ncc(-c2cnc3c(NCc4ccc(F)cc4)nccn23)c(OC)n1 → 0.0, -9.2, 1.5, -5.3

# Carrying on.
# Codes: A = FBW7 activator; B = TEAD-YAP inh; C = GPR151 activ; D = MITF primary
[16] Cc1cccn2c(=O)c3cc(C(=O)NC(C)C)n(C)c3nc12
  A = -0.1; B = 4.0; C = 1.4; D = 5.4
[17] COC(=O)C(CC(C)C)NS(=O)(=O)c1ccccc1 (stereo not drawn)
  A = 0.0; B = 1.7; C = -0.3; D = 8.1
[18] c1ccc2nc3c(nc2c1)sc1nc2ccccc2n13
  A = 0.1; B = 8.3; C = 0.1; D = 13.8
[19] OCCNc1nc(-c2csc3ccccc23)nc2c1ncn2-c1ccccc1
  A = 0.5; B = 21.2; C = 0.5; D = 12.8
[20] CCOC(=O)Cc1csc(NC(=O)c2ccc([N+](=O)[O-])c(C)c2)n1
  A = -0.1; B = -8.1; C = -0.8; D = -6.8
[21] CC1CCc2c(sc3c2c(=O)n(-c2ccccc2)c2nncn32)C1 (stereo not drawn)
  A = -0.2; B = -9.1; C = 2.1; D = -1.7
[22] COc1ccc(CCNC(=O)CSc2ccc(Cl)cc2)cc1OC
  A = 0.1; B = -4.5; C = 0.6; D = -4.1
[23] CC(C)Cn1c(N)c(Br)c(=O)n(C)c1=O
  A = -0.2; B = -7.9; C = -0.3; D = 14.2
[24] CCC1CN(Cc2cn[nH]c2)Cc2ccc(Cl)cc2O1 (stereo not drawn)
  A = 0.1; B = 6.3; C = -0.6; D = 11.9
[25] O=S(=O)(Nc1ccc(Cl)cc1)c1cccc(S(=O)(=O)c2ccc(Cl)c(Cl)c2)c1
  A = 0.1; B = 6.3; C = 0.3; D = 0.5
[26] O=C(Nc1ncc(S(=O)(=O)c2ccc([N+](=O)[O-])cc2)s1)c1ccccc1[N+](=O)[O-]
  A = 0.0; B = 10.6; C = -1.1; D = 1.7
[27] COc1cccc(CN(C)CCN(C)C)c1
  A = 0.5; B = 9.8; C = 0.3; D = 18.8
[28] CC1(C)CC(=O)C(C=NCc2cccc(C(F)(F)F)c2)=C(O)C1
  A = 0.2; B = 2.5; C = -0.1; D = 7.5
[29] O=C(c1ccccc1)C1CCc2occc2C1=O (stereo not drawn)
  A = 0.8; B = -6.8; C = -0.5; D = -1.6
[30] COc1cccc(N2CC(NC(=O)c3ccc4c(c3)OCO4)CC2=O)c1 (stereo not drawn)
  A = 0.0; B = 12.8; C = 3.5; D = -1.7

# Filtered by structure, the entries above with four or more nitrogen atoms.
# Codes: A = FBW7 activator; B = TEAD-YAP inh; C = GPR151 activ; D = MITF primary
[1] COc1ncc(-c2cnc3c(NCc4ccc(F)cc4)nccn23)c(OC)n1
  A = 0.0; B = -9.2; C = 1.5; D = -5.3
[3] Cc1cc(C)n2nc(SC(C)C(=O)N(C)Cc3ccccc3)nc2n1 (stereo not drawn)
  A = -0.1; B = 3.1; C = -0.1; D = -7.8
[4] O=C(c1nc2sccn2c1CNCCc1ccccc1C(F)(F)F)N1CCCC1
  A = 0.0; B = 9.6; C = 1.6; D = -8.5
[10] COc1ccc(C2=CC(c3ccc(C)cc3)n3nnnc3N2)cc1 (stereo not drawn)
  A = 0.0; B = -20.2; C = -0.7; D = -8.5
[16] Cc1cccn2c(=O)c3cc(C(=O)NC(C)C)n(C)c3nc12
  A = -0.1; B = 4.0; C = 1.4; D = 5.4
[18] c1ccc2nc3c(nc2c1)sc1nc2ccccc2n13
  A = 0.1; B = 8.3; C = 0.1; D = 13.8
[19] OCCNc1nc(-c2csc3ccccc23)nc2c1ncn2-c1ccccc1
  A = 0.5; B = 21.2; C = 0.5; D = 12.8
[21] CC1CCc2c(sc3c2c(=O)n(-c2ccccc2)c2nncn32)C1 (stereo not drawn)
  A = -0.2; B = -9.1; C = 2.1; D = -1.7
[26] O=C(Nc1ncc(S(=O)(=O)c2ccc([N+](=O)[O-])cc2)s1)c1ccccc1[N+](=O)[O-]
  A = 0.0; B = 10.6; C = -1.1; D = 1.7

# (list continues)
# Under each structure: FBW7 activator	TEAD-YAP inh	GPR151 activ	MITF primary
31. COc1ccc(Cl)cc1-c1nc(-c2ccc(NC(=O)c3ccc4c(c3)OCO4)cc2)no1
    0.0	-35.5	-1.7	-13.1
32. O=c1c2c3n(c4ccccc4c(=O)n3c3ccccc13)CC2
    0.0	-4.4	-1.3	10.2
33. CN1C(=O)C(C)(C)c2cc(S(=O)(=O)N(C)CC(=O)NCc3cccs3)ccc21
    -0.1	-1.6	0.1	1.0
34. COc1cc2nc(CN3CCN(c4ccccc4O)CC3)nc(N)c2cc1OC
    -1.4	-0.1	-0.7	2.0
35. Cc1ccc(C(C)C)c(OCC(=O)N/N=C/c2cccc(O)c2)c1
    -0.1	14.4	2.0	-9.9
36. CCOC(=O)c1ccc(NC(=O)c2sc3nc4cc5c(cc4cc3c2N)OCCO5)cc1
    -0.1	12.0	0.0	-4.5
37. COc1ccc(/C=C/c2c([N+](=O)[O-])c(=O)n(C)c(=O)n2C)c(OC)c1
    0.1	3.3	0.1	2.3
38. CC(C)C(=O)Nc1ncc(Cc2ccccc2Cl)s1
    -0.1	-13.1	0.1	2.5
39. CC1CN(S(=O)(=O)c2ccc3c(c2)NC(=O)CC(=O)N3)c2ccccc2S1 (stereo not drawn)
    -0.1	-2.7	-0.2	-4.2
40. COc1ccc(-c2c(=O)n(OC)c3ccccc3[n+]2[O-])cc1OC
    -0.2	6.7	2.9	7.4
41. Cc1cc(=O)nc2c3ccccc3n(CC(=O)N3CCOCC3)n12
    0.2	-3.3	-1.4	-4.6
42. CCNC(=O)c1nn(CC2CC2)c2c1CN(Cc1cccc(OC)c1)CC2
    0.1	12.2	2.1	4.1
43. CCOC(=O)C1=C(C)NC2=C(C(=O)C(C(=O)OC)C(C)C2)C1c1ccccc1[N+](=O)[O-] (stereo not drawn)
    0.5&0.4	13.3&11.1	0.1&0.3	16.4&19.1
44. O=C(O)COc1ccccc1/C=N/NC(=O)c1sc2ccccc2c1Cl
    -0.1	-3.0	0.7	-0.4
45. CC(C)C(C(=O)O)c1ccc(N2CC(O)=C(c3ccccc3)C2=N)cc1 (stereo not drawn)
    0.1	10.2	0.7	18.2
46. CC(=O)N/N=C/c1cc(C)n(-c2ccc(Cl)cc2Cl)c1C
    0.0	-1.6	0.5	2.4

# Screens from PubChem BioAssay.
